Screening results as filed in PubChem.
GLP-1R agonist: activates the human GLP-1 receptor | P43220 | HEK293 GLP-1R CRE-luciferase, luminescence, 4-6 h; cells express a hypersensitive GLP-1R form | Potency, µM (doses to about 45.6 µM), for the others: at the top dose activation, actives largely listed as activators | hit rate 0.007% among 380,000 | AID 624172; also: potency is read from the fitted curve at half-maximal effect; % of control where 0% means no effect
Target sequence (P43220 whole entry, looked up): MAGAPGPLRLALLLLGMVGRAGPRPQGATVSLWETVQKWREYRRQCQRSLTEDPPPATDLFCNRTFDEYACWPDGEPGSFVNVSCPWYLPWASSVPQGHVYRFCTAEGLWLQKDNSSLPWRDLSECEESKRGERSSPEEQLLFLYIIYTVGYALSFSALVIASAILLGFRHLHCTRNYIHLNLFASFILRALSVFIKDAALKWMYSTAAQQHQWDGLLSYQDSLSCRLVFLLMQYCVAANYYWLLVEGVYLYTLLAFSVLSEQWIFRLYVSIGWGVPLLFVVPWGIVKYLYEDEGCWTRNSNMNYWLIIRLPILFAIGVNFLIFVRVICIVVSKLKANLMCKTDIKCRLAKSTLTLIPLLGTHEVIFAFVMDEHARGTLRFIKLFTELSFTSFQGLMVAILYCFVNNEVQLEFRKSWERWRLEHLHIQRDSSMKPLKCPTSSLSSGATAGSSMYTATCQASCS
aSyn rescue: rescues yeast growth from alpha-synuclein toxicity. Potency, µM (highest dose often 46.1 µM), inactives show at the top dose growth rescue (activation), usual class: activators. AID 652106. Yeast expressing alpha-synuclein, growth rescue, BacTiter-Glo, 24 h. hit rate 0.14% among 370,000; also: potency is read from the fitted curve at half-maximal effect; % of control where 0% means no effect; nearly all actives have a fitted effect of over 65% in size
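Screening used galactose-induced yeast with toxic alpha-synuclein levels, exposed to compound for 24 hr at 30 deg C. Cell growth, read with BacTiter-Glo luminescence, gave the measured signal.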
GLP-1R inv ag: GLP-1 receptor (human) inverse agonism; P43220; HEK293 GLP-1R CRE-luciferase, luminescence, 24 h; GLP-1R form is constitutively active; Potency, µM (titrated, usually from 38.3 µM), for the others: at the top dose activity change, negative = inhibition, most hits filed as inhibitors; hit rate 1.6% among 410,000; also: potency is read from the fitted curve at half-maximal effect; % is scaled to controls: 0 for no effect and ±100 for the full control effect; nearly all actives have a fitted effect of over 55% in size
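HEK293 cells stably co-expressing a cAMP-responsive luciferase reporter and constitutively active GLP-1R were seeded, incubated 12 h, then exposed to compounds for 24 h at 37 C. Luminescence was read 12 min after detection reagent; inverse agonists lower signal.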
FUS yeast rescue: rescues growth of FUS-expressing yeast; S. cerevisiae FUS-expressing, growth rescue, OD600, 24 h; Potency, µM (doses to about 76.6 µM), without a hit: at the top dose growth rescue (activation), most hits filed as activators; hit rate 0.24% among 390,000;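 also: potency is read from the fitted curve at half-maximal effect; plate controls were DMSO vehicle for no effect and reference control for full effect; nearly all actives have a fitted effect of over 55% in size; some results filed as inactive show a strong effect at the top dose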
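Restored growth of FUS-toxic S. cerevisiae, read as 600 nm absorbance after 24 h at 30C in galactose medium (starting OD 0.005). Controls CP55940 and DMSO.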
pAkt inh: inhibitors of Akt phosphorylation; Neuro2A IGF-stimulated pAkt S473 HTRF, 20 min; active compounds read low; activity change, % for hits at 50 µM; hit rate 0.32% among 360,000; in the data active = activity change below about -80%; inconclusive = mostly about -51% to -80%; also: % is scaled to controls: 0 for no effect and ±100 for the full control effect
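Neuro2A cells in DMEM with 0.5% FBS, overnight at 37 deg C, given compound at single 50 µM final, then IGF (6 nM final) for 20 min at 37 deg C. Lysed; phospho-Akt Ser473 by HTRF after 24 h, 665/615 ratio.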
D3 antag: blocks the human D3 dopamine receptor; P35462; D3R cells, DiscoveRx beta-arrestin luminescence, antagonist mode; active compounds read low; max response, negative = inhibition, %; hit rate 2.5% among 360,000; in the data active = max response below about -50%; inconclusive = no clear call, values can overlap the other calls; also: % is scaled to controls: 0 for no effect and ±100 for the full control effect; mostly tested at two doses, the higher about 12 µM
Target sequence (P35462 whole entry, looked up): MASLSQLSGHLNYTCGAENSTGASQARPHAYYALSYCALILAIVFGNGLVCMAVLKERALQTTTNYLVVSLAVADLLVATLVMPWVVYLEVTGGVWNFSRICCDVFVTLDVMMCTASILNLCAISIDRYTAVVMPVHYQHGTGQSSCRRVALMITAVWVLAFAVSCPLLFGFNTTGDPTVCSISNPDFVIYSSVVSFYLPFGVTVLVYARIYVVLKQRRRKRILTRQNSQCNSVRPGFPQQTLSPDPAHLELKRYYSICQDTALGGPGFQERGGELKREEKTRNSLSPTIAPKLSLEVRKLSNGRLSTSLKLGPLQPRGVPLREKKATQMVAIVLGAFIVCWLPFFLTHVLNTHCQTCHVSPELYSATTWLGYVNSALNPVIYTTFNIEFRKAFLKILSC
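Cells expressing the human receptor were seeded at 1500 cells/well, incubated overnight at 37 degrees C in 5% CO2, then exposed to library compounds with dopamine controls for 90 minutes at 37 degrees C before luminescent detection.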
TDP43 rescue: inhibitors of TDP-43 toxicity in yeast; AID 652104; Potency, µM (top dose mostly 46.1 µM), inactives show top-dose growth rescue (activation), hits mostly activators; TDP-43 expressing yeast growth rescue, BacTiter-Glo, 24 h; hit rate 1.8% among 410,000; also: potency is read from the fitted curve at half-maximal effect; % of control where 0% means no effect; nearly all actives have a fitted effect of over 50% in size
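Growth rescue of TDP-43-toxic yeast measured as ATP luminescence (BacTiter-Glo). Cells grown to mid-log in raffinose, induced in galactose at OD600=0.02, exposed to compound 24 hr at 30 deg C.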
PTHR1 agonist: agonists of human PTHR1 parathyroid hormone receptor; HEK293 GP2 PTHR1 cells, GloSensor cAMP luminescence, 1 h; AID 743266; Potency, µM (titrated, usually from 115 µM), inactives show at the highest dose activation, hits mostly activators; Q03431; hit rate 0.075% among 410,000; also: potency is read from the fitted curve at half-maximal effect; nearly all actives have a fitted effect of over 55% in size; some results filed as inactive show a strong effect at the top dose; inactives centre near -15; many of its hits are not listed in these tables
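HEK-293-derived GP2 cells expressing PTHR1 and a GloSensor cAMP reporter, 3,000/well, plated overnight, given luciferin plus IBMX (each 0.5 mM as added) for 1 h at 37 °C, then compound for 1 h at 37 °C. Luminescence was read after 15 min at room temperature.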
Abeta rescue: A-beta toxicity reversal in yeast. hit rate 0.063% among 410,000. Potency, µM (highest dose often 46.1 µM), for the others: at the highest dose growth rescue, most hits filed as activators. yeast expressing A-beta42, growth rescue, OD600, 48 h; response scale: 0% DMSO, 100% iron-clioquinol control; also: potency is read from the fitted curve at half-maximal effect; nearly all actives have a fitted effect of over 55% in size
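Yeast A-beta toxicity model in growth medium with pinned compounds, 48 h at 30 C; growth read as absorbance at 600 nm. Normalized to FeCl3/clioquinol equimolar mix (positive) and DMSO (negative).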
The depositor's hits bear a star; i = inactive; ? = inconclusive; . = no result given; [ ] = remark or other dose. Unless noted, calls follow the shape of the dose curve; as a rule, active = well fitted curve in the direction sought with a large enough effect; inconclusive = small, poorly fitted or top-dose-only effect, or another doubt; inactive = no such curve, though single readings can be large; an effect the other way counts as inactive or inconclusive. Not all compounds are listed, so the mix of outcomes need not match the whole.

SMILES	GLP-1R agonist	aSyn rescue	GLP-1R inv ag	FUS yeast rescue	pAkt inh	D3 antag	TDP43 rescue	PTHR1 agonist	Abeta rescue
O=C(NC1(C(F)(F)F)N=C(c2ccccc2)NC1=O)c1ccc(Cl)cc1Cl (configuration not stated)	3%	-9%	7%	7%	i	43	-3%	i	-7%
Cc1cn([C@H]2C[C@H](O)[C@@H](/C=C/C(=O)NCc3ccc(N(C)C)cc3)O2)c(=O)[nH]c1=O	9%	-7%	27%	-17%	i	-2	16%	i	-14%
N#Cc1ccccc1NC(=O)CN1C(=O)NC2(CCCC2)C1=O	1%	3%	21%	10%	i	-1	-13%	i	-2%
COc1ccc(C(C)(C)C)cc1NC(=O)C1=CC=CN2CCS(=O)(=O)N=C12	9%	5%	4%	-1%	i	-2	4%	i	-5%
Cc1noc(C)c1C(=O)OCC(=O)c1cc(C)n(Cc2ccccc2Cl)c1C	2%	9%	0%	15%	i	-5	24%	-13%	33%
COC(=O)c1cc2ccsc2n1Cc1cccc(F)c1	19%	0%	?	-10%	i	-11	29%	-4%	2%
COc1ccc(Br)c2c1-c1nc(NC(=O)c3cccc(C)c3)sc1C2	.	.	11%	17%	.	.	0%	-4%	-5%
COc1ccc(SCc2cc(=O)c3ccc(C)c(C)c3[nH]2)cc1	.	.	-10%	-19%	.	.	16%	-15%	11%
CCC(=O)c1c[nH]c(C(=O)NCC2CCCO2)c1 (configuration not stated)	-3%	-1%	17%	-11%	i	0	1%	i	4%
O=S(=O)(c1ccc(Cl)cc1)N1CCC(c2nc3ccccc3[nH]2)CC1	7%	1%	16%	-2%	i	-17	-5%	-24%	-9%
O=C(Cn1ncc2c3ccccc3n(Cc3cccc(Cl)c3)c2c1=O)NCC1CCCO1 (configuration not stated)	6%	5%	14%	28%	i	-13	-2%	i	-6%
COc1ccc(N(C)S(=O)(=O)c2cccc(C(=O)OC(C(=O)Nc3cc(C)cc(C)c3)c3ccccc3)c2)cc1 (configuration not stated)	-19%	2%	-11%	.	i	2	25%	i	-9%
N#CCC(=O)Nc1ccc(C(=O)OC(C(=O)Nc2cc(C(F)(F)F)ccc2Cl)c2ccccc2)cc1 (configuration not stated)	5%	-6%	?	18%	i	8	10%	i	19%
Cc1ccc(S(=O)(=O)N2CCCC(C(=O)NCCCN3CCCCC3C)C2)cc1 (configuration not stated)	-11%	-8%	0%	4%	i	7	-22%	-9%	-2%
CCOCCCNC(=S)N1CCC(NC(=O)C2CCCCC2)CC1	9%	1%	5%	-30%	i	13	0%	-14%	-7%
CC(C)CCNC(=O)CN(Cc1cccs1)C(=O)CCC(=O)Nc1nccs1	2%	6%	-21%	8%	i	-18	-9%	-9%	-2%
Cc1noc(/C=C/c2ccccc2F)c1S(=O)(=O)N1CCC(C(=O)N2CCOc3ccccc32)CC1	.	.	7%	-4%	.	.	?	i	5%
CC1=NN(c2ccc(C)c(C)c2)C(=O)/C1=C\C=C\c1ccc([N+](=O)[O-])o1	-1%	-21%	?	9%	i	-15	-4%	-21%	-22%
CCOC(=O)c1cc2cc(OC)ccc2[nH]1	7%	9%	2%	-10%	i	-4	?	-29%[57.5 µM]	10%
Cc1nnc(NC(=O)CSc2cn(Cc3ccccc3)c3ccccc23)s1	-5%	0%	9%	-5%	i	-23	-4%	i	-3%
O=C(Nc1cccc(F)c1)Nc1ccc2c(c1)CCC2	0%	-2%	8%	-21%	i	7	-9%	-17%	-4%
CSc1cccc(NC(=O)CSc2ccccc2)c1	1%	-2%	?	7%	i	4	14µM*	-6%	-8%
O=C(CSc1nnc(-c2cccnc2)o1)NNC(=O)c1ccc(Br)cc1	-1%	-2%	30%	-8%	i	13	-10%	i	4%
CCCCCN(C(=O)CCC(=O)OCc1cc(C(C)=O)ccc1OC)c1c(N)n(CCCC)c(=O)[nH]c1=O	16%	-1%	89%[activator]	?	i	0	0%	i	0%
O=C(c1cccc(S(=O)(=O)N2CCc3ccccc32)c1)N1CCOCC1	-10%	1%	14%	.	i	25	15%	i	3%
CCOc1ccc(OCCSc2nc3ccccc3o2)cc1	-1%	-7%	?	1%	i	52	11%	-14%[57.5 µM]	9%
CCC(C)NC(=S)N1CCN(Cc2ccc3c(c2)OCO3)CC1 (configuration not stated)	1%	-3%	-25%	-6%	i	5	3%	-33%[inhibitor]	-2%
O=C1COc2ccc(C(=O)NC3CC3)cc2N1	-13%	-4%	0%[0.307 µM]	6%	i	-7	-6%	i	3%
COc1cccc(NC(=O)CN(C)C(=O)c2cccc(S(=O)(=O)N3CCN(c4ccccc4)CC3)c2)c1	3%	-2%	?	-13%	i	8	-7%	-57%	17%
CCCCN(CCCNC(=O)C1CCCN(S(=O)(=O)CC)C1)Cc1ccccc1 (configuration not stated)	-1%	-1%	-12%	11%	.	-1	-6%	i	-4%
CC1=CC(C)(C)n2c(O)c(N=NC(N)=S)c3cc(C)cc1c32	5%	1%	2µM*	16%	i	-8	21%	-17%	3%
Cc1ccc(OCC(=O)N(Cc2ccc(N(C)C)cc2)C2CCS(=O)(=O)C2)cc1 (configuration not stated)	0%	2%	-6%	17%	i	0	-10%	i	12%
Cc1cc2c(cc3c(SCc4ccc(Cl)cc4)nnc(C)n32)o1	.	.	?	31%	.	.	0%	-2%	10%
CC1(O)C(=O)c2ccccc2N(c2ccccc2)C1=O (configuration not stated)	3%	-5%	19%	3%	i	3	-19%	i	18%
COc1cc(-c2nnn(CC(=O)NC3CCS(=O)(=O)C3)n2)ccc1OCc1ccccc1 (configuration not stated)	1%	-4%	8%	?	i	1	-20%	5%[57.5 µM]	-11%
Nn1c(Cc2cccc3ccccc23)nnc1SCc1c(Cl)cccc1Cl	5%	15%	?	?	i	-16	-33%[inhibitor]	-21%	6%
CCCOC1CCCN(C(=O)c2ccc(OC)c(OC3CCN(C(C)C)CC3)c2)C1 (configuration not stated)	4%	-1%	-7%	.	i	-20	8%	-19%	-10%
CC(=O)Oc1ccc2c(C)c(CC(=O)N3CCN(C(=O)C4COc5ccccc5O4)CC3)c(=O)oc2c1C (configuration not stated)	5%	3%	-14%	40%	i	-22	4%	-19%	16%
O=C(NCC1CCN(Cc2ccccc2F)CC1)Nc1cc(F)ccc1F	-5%	3%	?	26%	i	1	-7%	-16%	7%
COCCCn1c(C(=O)NC2CCCCC2C)cc2c(=O)n3cccc(C)c3nc21 (configuration not stated)	5%	-5%	10%	-15%	.	16	11%	-1%	-19%
Cn1cnnc1SCC(=O)Nc1cccc(S(=O)(=O)N2CCCCCC2)c1	2%	1%	11%	6%	i	17	2%	-1%	3%
COCC1CCN(Cc2nc(-c3ccc(OC)cc3)no2)CC1	0%	-4%	10%	1%	i	-14	.	-8%	1%
O=C(NCC1CCCO1)c1ccc(S(=O)(=O)N2CCCCC2)cc1 (configuration not stated)	-5%	0%	12%	6%	i	-1	-6%	i	-6%
Cc1ccc(NC(=O)c2c(C)oc3ccc(O)c(CN4CCCCC4)c23)c(C)c1	.	.	?	8%	.	.	12%	i	-12%
Clc1ccc(C[n+]2cc(-c3ccccc3)n3c2CCC3)cc1	-6%	2%	?	5%	i	?	-20%	-2%	0%
Cc1ccc(NC(=O)c2oc3ccccc3c2NC(=O)Cc2cccs2)cc1	1%	.	-17%	-14%	.	.	7%	i	3%
COc1ccc(CC(=O)N(C)c2ccccc2)cc1S(=O)(=O)N1CCOCC1	-3%	?	1%	-8%	i	-23	-16%	-14%	-5%
COc1cc(C2Nc3ccccc3C(=O)N2c2ccccc2)c(Br)cc1OCC(=O)O (configuration not stated)	7%	-4%	21%	.	i	-17	24%	i	-3%
Cc1ccnc(NC(=O)COC(=O)c2ccc(F)cc2F)n1	8%	-1%	16%	26%	i	-23	-10%	i	-20%
CCCN1CCN(CCCNC(=O)C(CC)n2nc(C)c3sc4ccccc4c3c2=O)CC1 (configuration not stated)	3%	0%	?	14%	i	0	-12%	i	2%

Laid out differently: entries from further up.
Each structure is followed by: GLP-1R agonist	aSyn rescue	GLP-1R inv ag	FUS yeast rescue	pAkt inh	D3 antag	TDP43 rescue	PTHR1 agonist	Abeta rescue
Cn1cnnc1SCC(=O)Nc1cccc(S(=O)(=O)N2CCCCCC2)c1
  2%	1%	11%	6%	i	17	2%	-1%	3%
COCC1CCN(Cc2nc(-c3ccc(OC)cc3)no2)CC1
  0%	-4%	10%	1%	i	-14	.	-8%	1%
O=C(NCC1CCCO1)c1ccc(S(=O)(=O)N2CCCCC2)cc1 (configuration not stated)
  -5%	0%	12%	6%	i	-1	-6%	i	-6%
Cc1ccc(NC(=O)c2c(C)oc3ccc(O)c(CN4CCCCC4)c23)c(C)c1
  .	.	?	8%	.	.	12%	i	-12%
Clc1ccc(C[n+]2cc(-c3ccccc3)n3c2CCC3)cc1
  -6%	2%	?	5%	i	?	-20%	-2%	0%

Next part.
SMILES	GLP-1R agonist	aSyn rescue	GLP-1R inv ag	FUS yeast rescue	pAkt inh	D3 antag	TDP43 rescue	PTHR1 agonist	Abeta rescue
Cc1cc(Br)ccc1NC(=O)C1CCCO1 (configuration not stated)	1%	-7%	46%[activator]	-24%	i	18	-1%	-2%	7%
CCOc1ccc(C2=Nc3ccc(Br)cc3C(c3ccc(N4CCOCC4)cc3)=NN2)cc1	1%	-17%	-24%	22%	i	-7	6%	-2%	1%
COc1cc(/C=C/c2c([N+](=O)[O-])c(=O)n(C)c(=O)n2C)cc(OC)c1OC	-3%	-10%	67%[activator]	-10%	i	13	-17%	-17%	15%
CCc1nc2ccc(C(=O)NCCCn3ccnc3)cn2c1N(C)C(=O)c1cccc(OC)c1	3%	1%	26%	-15%	i	2	24%	-20%	-6%
